Compound activity from PubChem.
AMA1 RON2 block: inhibitors of Plasmodium falciparum AMA1-RON2 interaction; AlphaScreen AMA1-biotinylated RON2 peptide binding; Potency, µM (doses to about 58.2 µM), without a hit: at the highest dose activity change, negative = inhibition, actives largely listed as inhibitors; hit rate 0.2% among 360,000; AID 720542;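 further: potency means the concentration at half of the fitted maximal effect; 0% = vehicle wells and -100% = peptide control; nearly all actives have a fitted effect of over 45% in size; some results filed as inactive show a strong effect at the top dose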
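AMA1 (3D7) with his tag at 25 nM final met compounds first, then biotinylated RON2 peptide at 25 nM; detection used donor plus acceptor beads, 10 µg/mL apiece, read by AlphaScreen after 30 min at room temperature.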
AmpC no deterg: inhibitors of E. coli AmpC beta-lactamase without detergent; P00811; Potency, µM (top dose mostly 57.1 µM), for inactives: at the top dose activity change, negative = inhibition, actives largely listed as inhibitors; hit rate 0.52% among 330,000; AmpC nitrocefin hydrolysis, absorbance 480 nm, 0.0001% Triton; AID 485341;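 further: potency means the concentration at half of the fitted maximal effect; plate controls were no compound for no effect and no enzyme for full effect; nearly all actives have a fitted effect of over 20% in size; some results filed as inactive show a strong effect at the top dose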
Target sequence (P00811 whole entry, looked up): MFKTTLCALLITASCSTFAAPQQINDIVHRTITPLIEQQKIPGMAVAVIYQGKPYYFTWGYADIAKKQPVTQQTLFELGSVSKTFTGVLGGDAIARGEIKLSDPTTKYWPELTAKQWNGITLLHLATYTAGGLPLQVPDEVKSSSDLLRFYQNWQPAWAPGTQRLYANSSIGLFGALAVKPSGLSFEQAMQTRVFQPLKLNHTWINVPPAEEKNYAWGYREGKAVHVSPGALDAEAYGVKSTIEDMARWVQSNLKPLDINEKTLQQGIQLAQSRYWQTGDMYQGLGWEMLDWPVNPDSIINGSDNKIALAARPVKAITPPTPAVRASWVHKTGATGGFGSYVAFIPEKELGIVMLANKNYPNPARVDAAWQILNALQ
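AmpC (5.3 nM in the dispensed reagent) in 20 mM phosphate pH 7.0 with 0.01% (detergent screen) or 0.0001% Triton X-100 was preincubated with compounds for 15 min at room temperature. Nitrocefin was then added from an 800 uM solution, and hydrolysis was followed at 480 nm.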
Shiga toxin inh: blocks Shiga toxin action in Vero cells | Vero cells, Shiga toxin protein synthesis inhibition reporter | inhibition, % at 38.7 µM | hit rate 9.2% among 290,000 | AID 2315; in the data active means inhibition mostly above about 28%, no sharp cut-off; inactive means mostly below about 43%; further: 0% is about no effect
Giardia FBPA inh: Giardia lamblia aldolase inhibition | hit rate 0.71% among 290,000 | AID 2451 | A8B2U2 | Potency, µM (titrated, usually from 59.6 µM), without a hit: top-dose activity, negative = inhibition, usual class: inhibitors | purified Giardia FBPA; further: potency means the concentration at half of the fitted maximal effect; on the % scale 0 is the no-effect control and ±100 the full control effect; nearly all actives have a fitted effect of over 55% in size
Target sequence (A8B2U2 whole entry, looked up): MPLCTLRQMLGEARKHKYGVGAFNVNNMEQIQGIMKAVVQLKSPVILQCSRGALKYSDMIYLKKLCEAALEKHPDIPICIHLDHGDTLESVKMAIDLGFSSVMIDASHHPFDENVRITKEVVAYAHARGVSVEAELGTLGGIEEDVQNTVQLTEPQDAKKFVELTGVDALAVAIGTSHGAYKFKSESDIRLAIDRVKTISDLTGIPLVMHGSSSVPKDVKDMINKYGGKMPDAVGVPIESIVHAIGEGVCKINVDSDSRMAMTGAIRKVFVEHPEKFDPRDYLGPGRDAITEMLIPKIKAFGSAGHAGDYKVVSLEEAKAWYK
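40 nM FBPA preincubated 10 min at RT with compound (up to 57.5 uM final), then substrate plus GAPDH/TPI/NAD/arsenate coupling and diaphorase/resazurin added. Fluorescence read after 20 min at RT, 525/598 nm.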
Cycloheximide cs: affects cycloheximide protein synthesis inhibition readout, counter-screen; cell reporter, cycloheximide protein synthesis inhibition counterscreen; max response, %; hit rate 12% among 300,000; AID 2314; in the data active means max response mostly above about 13%, no sharp cut-off; inactive means mostly below about 14%; further: read at 38.3 µM for the half of the compounds with a filed dose; 0% is about no effect
HCMV inh: human cytomegalovirus inhibition | HFF cells, HCMV-luciferase reporter, 72 h; stronger effect = lower value | activity change, negative = inhibition, % at 57.5 µM | hit rate 4.5% among 410,000 | AID 1259415; in the data active means activity change below about -60%; inconclusive means no clear call, values can overlap the other calls; inactive means above about -39%; further: on the % scale 0 is the no-effect control and ±100 the full control effect
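Human foreskin fibroblasts infected with luciferase-reporter HCMV at MOI 1 PFU/cell, compounds at two doses. Luciferase measured 72 h post infection; normalized to buffer-only basal and Salinomycin (10uM) controls.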
AmpC inh detg: blocks E. coli AmpC beta-lactamase in detergent assay; P00811; AmpC hydrolysis of nitrocefin, absorbance 480 nm, 0.01% Triton; Potency, µM (top dose mostly 114 µM), inactives show top-dose activity change, negative = inhibition, usual class: inhibitors; hit rate 0.041% among 370,000;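 further: potency means the concentration at half of the fitted maximal effect; 0% = no-compound wells and -100% = no-enzyme wells; nearly all actives have a fitted effect of over 25% in size; some results filed as inactive show a strong effect at the top dose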
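AmpC (5.3 nM in the dispensed reagent) in 20 mM phosphate pH 7.0 with 0.01% (detergent screen) or 0.0001% Triton X-100 was preincubated with compounds for 15 min at room temperature. Nitrocefin was then added from an 800 uM solution, and hydrolysis was followed at 480 nm.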
Active calls of the source: *; ? = inconclusive; nt = no result given; [ ] = another dose, or the depositor's remark. Unless noted, the call rests on the fitted dose curve; in most records, active means well fitted curve in the direction sought with a large enough effect; inconclusive means small, poorly fitted or top-dose-only effect, or another doubt; inactive means no such curve, though single readings can be large; an effect the other way counts as inactive or inconclusive.

Start of the data: the first four compounds, to show the layout:
SMILES	AMA1 RON2 block	AmpC no deterg	Shiga toxin inh	Giardia FBPA inh	Cycloheximide cs	HCMV inh	AmpC inh detg
Cc1ccc2nc(N3C(=O)C(O)=C(C(=O)c4ccco4)C3c3cccs3)sc2c1 (stereo not given)	17%	-21%	68*	6%	34*	14	-15%
CS(=O)(=O)N(CCc1ccccc1)CC(=O)N1CCN(Cc2ccccc2)CC1	5%	169%[activator]	-1	3%	2	?	1%
O=C(CSc1nnc(CNC(=O)c2cccc(C(F)(F)F)c2)o1)NC1CCCCC1	-13%	69%[activator]	0	8%	0	-21	-15%
Cn1cc(/C=N/n2cnc3scc(-c4ccccc4)c3c2=O)c2ccccc21	-6%	-11%	-12	0%	-7	-17	-7%

The whole of this part, from the start:
SMILES	AMA1 RON2 block	AmpC no deterg	Shiga toxin inh	Giardia FBPA inh	Cycloheximide cs	HCMV inh	AmpC inh detg
Cc1ccc2nc(N3C(=O)C(O)=C(C(=O)c4ccco4)C3c3cccs3)sc2c1 (stereo not given)	17%	-21%	68*	6%	34*	14	-15%
CS(=O)(=O)N(CCc1ccccc1)CC(=O)N1CCN(Cc2ccccc2)CC1	5%	169%[activator]	-1	3%	2	?	1%
O=C(CSc1nnc(CNC(=O)c2cccc(C(F)(F)F)c2)o1)NC1CCCCC1	-13%	69%[activator]	0	8%	0	-21	-15%
Cn1cc(/C=N/n2cnc3scc(-c4ccccc4)c3c2=O)c2ccccc21	-6%	-11%	-12	0%	-7	-17	-7%
CCOC(=O)C1(Cc2cccc(OC)c2)CCCN(Cc2nccn2CC)C1 (stereo not given)	-8%	79%[activator]	-4	-1%	-3	-21	5%
CCOC(=O)C1=C(C)NC(C)=C(C(=O)OCC)C1c1cn(-c2ccccc2)nc1-c1ccco1	-4%	-9%	-12	1%	-1	-15	-15%
CC(=O)Nc1c(O)nc(SCC(=O)Nc2ccc(C(C)=O)cc2)[nH]c1=O	31%[activator]	-21%	134*	0%	47*	26	-15%
CN(CC(=O)Nc1ccc(Cl)cc1)CC(=O)Nc1cc(Cl)ccc1C#N	70%[activator]	24%	18	1%	-4	35	-11%
O=c1c2ccccc2oc2nc(-c3cccs3)n(CCc3ccccc3)c(=O)c12	nt	-20%	17	0%	-6	nt	-2%
CC(=O)Nn1c(-c2ccccc2)cc2ccccc21	-1%	2%	29	-5%	-2	0	8%
O=C(CSc1ccc(-c2ccccn2)nn1)Nc1ccccc1	-22%	-42%	47*	nt	20*	38	-10%
Cc1cc(C(F)(F)F)n2nc(-c3cnn(C)c3C(F)(F)F)c(Br)c2n1	0%	89%[activator]	0	7%	-2	-16	?
CC(=O)c1ccccc1-c1csc2ncnc(Sc3nnnn3C)c12	nt	-11%	nt	nt	nt	?	6%
C=CCOc1ccc(C2=NOC(C(=O)Nc3ccc4c(c3)OCCO4)C2)cc1 (stereo not given)	-15%	-32%	-5	2%	7	3	3%
COc1ccc(-n2c(Cn3c(=O)sc4ccccc43)nnc2SC)cc1	-11%	-3%	-1	1%	-2	4	-3%
C#CCNC(=O)C1=C[C@H](C)[C@@H](CCCO)[C@H](OCC)O1	11%	-4%	-11	3%	-2	65	6%
S=c1[nH]nc(C2CCCCC2)n1/N=C/c1ccccn1	2%	-16%	14	?	5	-7	5%
C=CCn1c(N)cc(=O)nc1SCC(=O)Nc1ccc(C)cc1	-13%	-15%	-7	3%	-2	70	-1%
C=CCN1C(=O)c2ccc(C(=O)N(CC(C)C)c3c(N)n(CCCC)c(=O)[nH]c3=O)cc2C1=O	-1%	-8%	nt	nt	nt	-13	?
O=C(CNC(=O)c1ccccc1F)NCc1ccccn1	104%[activator]	-13%	nt	nt	nt	-33	nt
CCC(C)Sc1ccc([C@H]2N[C@@](C)(C(=O)OC)[C@H]3C(=O)N(C)C(=O)[C@@H]23)cc1OC (stereo not given in full)	-3%	86%[activator]	nt	nt	nt	-14	-19%
COc1ccc(-n2c(C)cc(/C=C3\SC(=O)NC3=O)c2C)cc1	0%	-36%	58*	-23%	42*	49	-19%
C/C(=N/NC(=O)CN(c1ccccc1)S(=O)(=O)c1ccccc1)c1ccccc1O	87%[activator]	-39%	5	-21%	-1	-98*	?
COc1cccc(N2CN(CCc3ccccc3)CNC2=S)c1	5%	-3%	-4	-1%	1	2	8%
CN(c1ccccc1)c1nc(-n2ccnc2)nc(-n2ccnc2)n1	6%	-3%	-19	8%	1	14	-9%
Cn1c(=O)[nH]c(=O)c2c1nc(Br)n2CC(O)c1ccccc1 (stereo not given)	10%	-3%	-5	-2%	5	-9	-4%
Cc1cc(C)c(S(=O)(=O)N2CCCCC2)cc1N(C)S(=O)(=O)c1ccc(Cl)cc1	0%	-16%	-4	8%	-2	?	-4%
CC(=O)C(Sc1nc(N(C)C)nc(N(C)C)n1)C(=O)Nc1ccccc1 (stereo not given)	0%	-9%[2.29 µM]	27	13%	12	-24	?
CC(=O)/C=C1\SC(CC(=O)O)C(=O)N1c1ccccc1 (stereo not given)	-3%	1%	-7	6%	1	-26	-7%
CC1(C)CC(=O)C2=C(C1)OC1=C(C(=O)CC(C)(C)C1)C2(C)C	nt	-2%	-12	0%	-2	nt	-13%
COCCn1c(SCC(=O)Nc2ccc3c(c2)OCCO3)nnc1-c1ccncc1	-16%	-10%	nt	nt	nt	7	nt
CC(C)C(NC(=O)c1ccc(C(C)(C)C)cc1)C(=O)NCC1(N(C)C)CCCCC1 (stereo not given)	1%	-9%	-6	12%	-4	-27	-3%
COc1cc(C2C(C(=O)OC(C)C)=C(C)Nc3ncnn32)cc(OC)c1OC (stereo not given)	-6%	-14%	-6	1%	-7	13	?
COc1ccc(-c2nnc(SCC(=O)Nc3ccc(C(=O)O)cc3)n2-c2ccc(Cl)cc2)cc1	0%	-30%	0	5%	8	5	2%
COC(=O)c1c(NC(=O)c2cccnc2Cl)sc(C(=O)N(C)C)c1C	7%	-11%	-4	3%	-3	-15	3%
C=CCNC(=O)c1ccc2c(=O)n(CCCN3CCCC3=O)c(=S)[nH]c2c1	24%	-14%	19	?	11	-3	3%
CC(C)=C1C2CCC1C(C(=O)Nc1cc(C)cc(C)c1)C2C(=O)O (stereo not given)	0%	-12%	-14	-10%	0	1	4%
O=C(/C=C/NNC(=O)c1ccccc1O)c1ccccc1	5%	-39%	nt	-6%	32*	-25	-14%
CCCC(=O)Nc1cc(S(=O)(=O)N(CC)CC)ccc1Cl	25%[2.32 µM]	-28%	24	0%	-2	-18	-16%
CCC1=NN(C(=O)c2ccc(Cl)cc2)C(O)(c2ccc(C)cc2)C1 (stereo not given)	-4%	-5%	45*	15%	18*	14	?
CCCCn1c(=O)c(CCC(=O)OCC(=O)NC(=O)NCCC(C)C)nc2ccccc21	-14%	-14%	30	9%	4	-25	-2%
COc1ccc(OCc2cc(C(=O)NCC(C)Oc3cccnc3)no2)c(Cl)c1 (stereo not given)	4%	39%	43*	nt	32*	47	3%
O=C(NC1CCCc2ccccc21)c1cncc(Br)c1 (stereo not given)	-6%	-20%	-16	1%	0	-30	-13%
O=c1c(/C=C(\O)c2ccc(F)cc2)nc2ccccc2n1-c1ccccc1	4%	-57%	41	1%	-1	18	?
CN(C)S(=O)(=O)N1CCN(C(=O)c2cccs2)CC1	1%	-12%	14	0%	1	-37	-12%
COC(=O)C(Cc1ccc(O)cc1)NC(=O)C12CC3CC(CC(C3)C1)C2 (stereo not given)	-1%	-3%[2.29 µM]	-12	0%	-1	7	-3%
Cc1nnc(SCC(=O)Nc2sccc2C#N)n1Cc1ccccc1	2%	nt	-3	7%	1	33	-4%
CCCn1c(SCC(=O)NCCc2ccccc2)nnc1-c1ccco1	-16%	-7%	15	0%	-3	2	-2%
O=C(Nc1cccc(NC(=O)c2ncn[nH]2)c1)c1cccc(Cl)c1	19%	-20%	-7	-6%	-1	-17	0%
Cc1ccc(NC(=O)[C@H](C)NC(=O)C2CCN(C(=O)[C@H](CC(C)C)NC(=O)OC(C)(C)C)CC2)cc1	28%	141%[activator]	-3	6%	11	22	-4%
CC(=O)c1cccc(NC(=O)/C(=C\c2cccnc2)NC(=O)c2ccccc2)c1	-5%	-4%	-6	6%	-2	18	-13%
CCCCC(=O)Nc1cccc(NC(=O)c2ccccc2Br)c1	2%	-23%	-1	-5%	-2	-8	?
CC(=O)NCc1ccc(S(=O)(=O)N/N=C/c2ccc(N(C)C)cc2)cc1	-2%	-18%	15	8%	2	30	?
CN(C)/C=N/c1nc2nccc(-c3ccc(F)cc3)n2n1	-14%	-15%	-5	1%	-2	39	?
Cc1ccc(S(=O)(=O)Nc2nc3ccccc3nc2N2CCOCC2)cc1	-6%	-26%	nt	nt	nt	-1	nt
O=C(c1c[nH]c(C(=O)C(Cl)(Cl)Cl)c1)c1ccccc1Br	4%	-12%	-2	-1%	-2	-12	?
CCOc1ccc(/C=C2/SC(=O)NC2=S)cc1	0%	-24%	46*	15%	35*	?	1%
COC(=O)c1cccc(N(C(=O)c2ccco2)C(C(=O)NC2CCCC2)c2ccco2)c1 (stereo not given)	-7%	-13%	-2	6%	-2	-26	3%
CN1CCN(c2ccc([N+](=O)[O-])c(N3CCCCC3)c2)CC1	-29%	-3%	-4	0%	-3	?	-3%
Fc1cccc(CSc2nnc3c(n2)[nH]c2ccccc23)c1	7%	-14%	44	3%	19*	?	-10%
(more compounds)
SMILES	AMA1 RON2 block	AmpC no deterg	Shiga toxin inh	Giardia FBPA inh	Cycloheximide cs	HCMV inh	AmpC inh detg
O=C(Nc1ccccc1)Nc1ccc(NC(=O)c2ccccc2O)cc1	-11%	?	23	1%	12	12	-9%
CCOc1ccc(NC(=O)CN2C(=O)COc3ccc(S(=O)(=O)N4CCCCC4)cc32)cc1	-12%	-25%	-4	23%	12	-14	-7%
Cc1cc(C)cc(N=Cc2[nH]c3ccc(Br)c(Cl)c3c2O)c1	3%[2.32 µM]	-23%	-19	?	-2	146	?
Cn1c(=O)[nH]c(=O)c2c1nc(NCCCn1ccnc1)n2Cc1cccc(Br)c1	-24%	-18%	9	3%	-3	229	?
COc1cc(/C=N/Nc2nc(=O)[nH]nc2C)cc(OC)c1O	73%[activator]	-23%	94*	-16%	27*	-38	2%
S=c1[nH]nc(-c2ccc(Br)o2)n1Cc1ccccc1	13%	-46%	-12	6%	0	91	-13%
CC1CCN(c2ccc3c(c2)S(=O)(=O)c2cccc(C(=O)O)c2C3=O)CC1	-2%	-16%	nt	nt	nt	52	nt
C=C(C)[C@@H]1CC=C(CN2CCC(N3CCC(C(=O)N4CCCC4)CC3)CC2)CC1	-9%	84%[activator]	-3	4%	-2	?	-9%
CC(C)(C)C(=O)NC(c1ccccc1)c1c(O)ccc2ccccc12 (stereo not given)	-3%	-23%	-10	7%	-2	?	-6%
CCc1nnc(NC(=O)C2CCCCC2)s1	-2%	-2%	13	6%	39*	50	-11%
CCOC(=O)C(NC(=O)CC)(Nc1cc(C)on1)C(F)(F)F (stereo not given)	-3%	-10%	-18	10%	5	-9	5%
